# Yeast life ext = yeast lifespan extension. S. cerevisiae growth with nicotinamide, OD615; deaD strain in restrictive glucose medium. inhibition of the nicotinamide effect, % at 10 µM. hit rate 0.68% among 130,000. AID 775;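 active = inhibition above a set limit, placed 3 SD over the median of all compounds, cut at about 26% in these data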;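 also: 0% = nicotinamide-treated wells and 100% = cells grown without nicotinamide; some compounds called inactive have numbers as strong as hits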
#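 Assay system: engineered S. cerevisiae DeaD replicative-lifespan strain, galactose-grown log-phase cells; Buffer or medium: CSMM-D glucose medium, restrictive; Probe or stimulus: nicotinamide 1.5 mM; Compound: single dose 10 µM compound, 0.25% DMSO; Schedule: 4 h preincubation then 48 h treatment at 30 °C; Technique: OD615 measurement.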
# HCT116 bCat-KO = beta-catenin-lacking colon tumor cell growth suppression. HCT116 beta-catenin knockout viability, CellTiter-Glo, 60 h; active compounds read low. viability, % at 10 µM. hit rate 1.5% among 140,000. AID 818;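 active = viability at or under a set limit, the compound median less 4 SD, cut at about 6% in these data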;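 also: 0% = Hyamine 1622 control at 20 µM and 100% = untreated cell control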
# Phagocytosis inh = inhibitors of macrophage phagocytosis. J774A.1 macrophage IgG-bead phagocytosis, imaging. inhibition, % at 5 µM. hit rate 0.07% among 110,000. AID 1029;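 active = inhibition above the mean of the plate negative controls plus 5 SD, cut at about 13% in these data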;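 also: phagocytic index as fraction of beads internalized from green versus red external bead signal; plate controls were DMSO negative control for no effect and cytochalasin-D positive control for full effect; some results beyond the cut were filed as inactive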
# Measles CPE = protection of cells from measles virus. Measles virus-infected cells, CPE protection, absorbance. protection (pct of control), % at 4 µM. hit rate 1.5% among 140,000; in the data active = protection mostly above about 24%, no sharp cut-off; inactive = mostly below about 26%; also: some compounds called inactive have numbers as strong as hits
# E-sel TNF inh = TNF alpha driven E-selectin expression inhibition. HUVEC TNFa-induced E-selectin immunofluorescence, high content. inhibition, % at 2 µM. hit rate 0.71% among 120,000;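 active = inhibition above the batch mean plus 3 SD, and confirmed as a hit on visual image review, cut at about 43% in these data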;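 also: 0% = TNF-stimulated DMSO wells and 100% = unstimulated control wells; not every result past the cut was called active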
# NPY-Y2 antag = blocks the human neuropeptide Y Y2 receptor; NPY-Y2 expressing cells, antagonist mode; inhibition, % at 2.7 µM; hit rate 0.99% among 140,000; P49146; AID 793; in the data active = inhibition above about 17%;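 also: 0% = vehicle with agonist challenge and 100% = reference antagonist with challenge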
# Target sequence (P49146 whole entry, looked up): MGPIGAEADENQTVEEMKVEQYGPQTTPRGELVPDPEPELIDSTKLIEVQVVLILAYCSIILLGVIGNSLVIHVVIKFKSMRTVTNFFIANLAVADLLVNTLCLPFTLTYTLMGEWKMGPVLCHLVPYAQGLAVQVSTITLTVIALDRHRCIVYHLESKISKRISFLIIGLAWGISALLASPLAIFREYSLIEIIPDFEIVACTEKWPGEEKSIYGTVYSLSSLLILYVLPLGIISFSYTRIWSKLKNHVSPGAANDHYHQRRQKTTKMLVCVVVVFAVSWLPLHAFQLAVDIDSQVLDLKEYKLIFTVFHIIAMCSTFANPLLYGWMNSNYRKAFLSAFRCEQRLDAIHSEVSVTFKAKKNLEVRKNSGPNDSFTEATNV
# GALR2 antag = antagonists of human galanin receptor 2 (GALR2) | O43603 | GALR2-expressing cells, antagonist mode | inhibition, % at 4 µM | hit rate 0.39% among 140,000; in the data active = inhibition above about 27%;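 also: cells stimulated with galanin 1-16 at roughly its EC80; 0% = agonist challenge control and 100% = basal control without agonist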
# Target sequence (O43603 whole entry, looked up): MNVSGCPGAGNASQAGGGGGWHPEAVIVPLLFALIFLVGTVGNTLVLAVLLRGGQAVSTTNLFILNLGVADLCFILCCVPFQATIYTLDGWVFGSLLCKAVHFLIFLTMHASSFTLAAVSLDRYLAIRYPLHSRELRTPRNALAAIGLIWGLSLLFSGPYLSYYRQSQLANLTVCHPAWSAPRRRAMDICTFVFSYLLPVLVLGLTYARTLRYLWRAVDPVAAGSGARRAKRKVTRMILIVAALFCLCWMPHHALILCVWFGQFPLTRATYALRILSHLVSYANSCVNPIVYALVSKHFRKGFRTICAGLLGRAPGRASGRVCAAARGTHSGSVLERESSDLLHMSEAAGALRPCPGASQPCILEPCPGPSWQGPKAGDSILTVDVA
# MRP-1 activ = activators of MRP-1; H69AR cells + doxorubicin, viability rescue, CellTiter-Glo; viability increase, % at 10 µM; hit rate 0.61% among 140,000;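 active = viability gain under doxorubicin at or above a set limit, the compound median plus 3 SD, cut at about 4.7% in these data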;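 also: MRP-1 overexpressing cells given doxorubicin 25 µM after compound pretreatment; 18-22 h compound pretreatment then 72 h with doxorubicin before readout; 0% = doxorubicin-only wells and 100% = vehicle-treated cells without doxorubicin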
# PTEN del growth = PTEN-deleted cell growth suppression; viability, % at 10 µM; hit rate 1.2% among 140,000; HCT116 PTEN-null viability, CellTiter-Glo, 60 h; active compounds read low; AID 827;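 active = viability at or below a set limit, 4 SD under the median of all tested compounds, cut at about 3.7% in these data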;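 also: PTEN knockout HCT116 line with beta catenin targeted HCT116 as companion control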
# Yeast growth inh = reduces growth of yeast BB579 in restrictive medium; S. cerevisiae BB579 growth, OD615, 48 h; inhibition, % at 10 µM; hit rate 0.51% among 140,000; AID 804;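 active = inhibition above a set limit, 3 SD over the mean compound inhibition, cut at about 44% in these data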; also: inactives centre near -24
#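 Test system: Saccharomyces cerevisiae DeaD strain BB579, replicative lifespan model yeast | Buffer or medium: Restrictive CSMM-D medium | Doses: One dose, 10 µM compound with 0.25% DMSO | Incubation: 48 h exposure, 30 °C | Detection: Culture absorbance at 615 nm | Control set: Amphotericin B at 10 µg/mL as positive control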
# * hit, by the source's call; / = not tested or not shown.
no.	structure	Yeast life ext	HCT116 bCat-KO	Phagocytosis inh	Measles CPE	E-sel TNF inh	NPY-Y2 antag	GALR2 antag	MRP-1 activ	PTEN del growth	Yeast growth inh
1	CSc1nc2ccc(S(N)(=O)=O)cc2s1	-3.0	87.8	-4.7	21.2	/	1.6	2.4	-3.0	89.2	-15.3
2	O=C(CCNS(=O)(=O)c1ccc(Cl)cc1)NCc1ccccn1	-4.3	98.7	-1.6	4.5	-16.0	3.6	-1.5	-1.8	86.3	7.3
3	Cc1ccc(NC(=O)CSc2nnc(-c3ccccn3)n2C)cc1	-7.6	102.5	-0.7	15.2	-4.8	-0.1	1.8	-0.6	118.3	-69.0
4	O=C(NCC(c1cccnc1)N1CCN(c2ccc(F)cc2)CC1)c1ccccc1 (stereo not given)	-17.0	104.8	/	3.5	/	8.0	-14.9	-2.3	80.2	-20.2
5	CCOc1ccc(-n2c(SCc3nc(-c4cccs4)no3)nnc2-c2ccncc2)cc1	-7.4	67.7	0.1	18.1	29.6	17.9*	12.1	-2.0	68.4	-2.2
6	COc1ccc(CNC(=O)COC(=O)CCOc2ccccc2)cc1	-2.2	107.4	-2.7	3.8	-11.4	3.1	4.9	-1.1	97.5	12.6
7	CC(C)NC(=S)N/N=C1\CCCCc2ccccc21	3.4	87.3	-13.1	19.7	2.1	4.3	-7.4	1.1	92.6	2.0
8	CN1/C(=C\C(=O)COC(=O)CNC(=O)c2ccc3ccccc3c2)C(C)(C)c2ccccc21	4.5	57.2	-1.7	3.7	-14.7	5.5	0.7	0.1	54.6	-39.5
9	CSc1ccccc1NC(=O)c1ccc(Cl)s1	-9.1	89.4	/	30.5	-2.9	1.8	8.4	-2.4	80.1	-32.4
10	O=C(Oc1cccc(NC(=O)c2ccccc2Cl)c1)c1ccc([N+](=O)[O-])cc1	-8.4	99.8	/	14.6	/	4.1	-4.3	0.5	104.0	-7.3
11	N=c1c(C(=O)NC2CCCC2)cc2c(=O)n3ccccc3nc2n1CCN1CCOCC1	-4.8	84.8	-1.8	18.4	7.0	3.0	-8.1	-3.2	84.3	-13.3
12	O=c1c2cnn(-c3ccccc3)c2nc(-c2cccs2)n1-c1ccc(Br)cc1	-5.1	69.0	/	8.5	-37.5	0.8	-3.8	-1.8	65.4	-31.0
13	Cc1onc(-c2ccccc2Cl)c1C(=O)Nc1nnc(C(C)C)s1	-8.0	98.3	-2.1	4.2	3.6	0.6	11.5	-2.2	104.0	-10.5
14	Cc1cnc(C(=O)OCC(=O)Nc2oc(-c3ccccc3)c(-c3ccccc3)c2C#N)cn1	-7.2	98.5	-0.9	12.5	/	2.8	-12.2	-4.6	96.4	-2.5
15	COc1ccc(NC(=O)Nc2ccc3c(c2)N(C)C(=O)CS3)cc1OC	-9.8	74.7	0.3	12.0	1.6	3.4	7.5	-4.0	72.3	4.1
16	O=[N+]([O-])c1ccccc1S(=O)(=O)NCCC1=CCCCC1	1.0	39.1	-1.0	1.3	11.4	-0.4	-1.4	-0.8	56.9	-23.9
17	CC(C)Sc1nc2c(c(=O)[nH]c(=O)n2C)n1Cc1ccc(Cl)cc1	-3.6	78.1	-0.8	2.3	/	2.8	-4.0	-2.6	78.9	-7.9
18	c1ccc(OCCOCCN2CCc3ccccc3C2)cc1	3.6	88.6	-4.0	6.1	/	8.3	3.9	-2.1	89.9	-11.2
19	COc1ccc(C(=O)CSc2nn3c(=O)c(C(C)(C)C)nnc3s2)cc1	-5.3	81.5	0.4	3.5	-3.4	2.4	-14.0	-5.9	85.0	-29.6
20	Cc1ccc(OCCCN2C(=O)C(=O)c3cccc(C)c32)cc1	-16.9	62.7	/	10.8	12.5	2.6	-2.1	-3.3	70.9	-23.7
21	CC(=O)c1ccccc1OCCn1nnc(-c2ccc(C)cc2)n1	/	83.8	/	2.6	0.8	9.6	5.4	0.9	91.0	-40.6
22	Cc1csc2nc(CNS(=O)(=O)c3ccc4c(c3)OCCO4)cn12	-1.2	83.6	-1.2	10.7	22.1	1.4	6.9	-1.5	85.5	7.6
23	O=S(=O)(N1CCCCCC1)N1CCN(S(=O)(=O)N2CCOCC2)CC1	-23.2	103.4	-0.3	26.5	10.8	2.0	-2.4	-1.4	96.8	13.8
24	COC(=O)c1cc(COC(=O)c2ccc3ccccc3n2)oc1C	-16.5	98.7	1.2	15.8	-5.6	0.5	3.1	-1.3	99.3	-53.9
25	COc1cc(/C=N/NC(=S)NCCN2CCOCC2)cc(OC)c1O	13.1	98.9	0.2	6.0	/	3.6	1.9	-1.1	95.2	-54.9
26	Cc1cc(C)cc(N(CCC(=O)O)S(=O)(=O)c2ccc(Cl)cc2)c1	2.4	93.6	0.2	14.7	/	2.5	-27.2	-1.3	90.3	-29.1
27	Cc1ccc2[nH]c(=O)c(CN(CCCN(C)C)C(=O)Nc3cccc(Cl)c3)cc2c1	-6.4	46.5	0.0	8.8	/	8.7	-3.2	-5.4	39.9	-9.0
28	O=C(Nc1ccc(F)cc1)N1CCN(c2ccc3nnc(-c4ccc(F)cc4)n3n2)CC1	-6.7	79.6	-0.4	7.1	/	-1.1	3.6	-3.9	75.1	-12.4
29	O=C(Nc1ccc(S(=O)(=O)N2CCOCC2)cc1)c1ccc(CN2CCc3ccccc3C2)cc1	0.7	9.3	/	10.7	-20.2	1.0	28.4*	-4.3	15.9	-24.8
30	CC[N+]1=CN(c2ccccc2)C(C)=CC1(C)C	8.3	102.0	-1.7	5.2	5.4	1.3	0.6	-2.6	86.7	-29.4
31	Cc1csc2nc(CCNS(=O)(=O)c3cccs3)cn12	-2.3	91.9	-0.3	11.2	/	1.6	0.6	-1.3	102.8	-26.9
32	O=S(=O)(c1ccc(Br)cc1)n1c(Cc2ccccc2)nc2ccccc21	-1.6	97.5	-6.6	4.3	/	3.8	5.6	1.5	86.7	-19.8
33	Cn1nc(C(F)(F)F)c2cc(C(=O)Nc3ccc(F)cc3F)sc21	-20.4	91.4	0.5	4.8	/	1.1	3.5	0.8	95.6	24.6
34	Cc1cc(NC(=O)c2cnn3c(C(F)(F)F)cc(-c4ccc(Br)cc4)nc23)no1	1.0	74.0	-0.5	25.5	7.3	3.4	-8.7	-0.6	78.1	-62.1
35	COc1ccc(S(=O)(=O)N2CCC(C(=O)NC3CC3)CC2)cc1Cl	-3.7	95.8	1.2	5.8	7.8	0.0	-10.6	-2.7	86.3	-20.3
36	Cc1ccccc1N(Cc1ccccc1F)S(C)(=O)=O	-6.7	97.5	1.2	6.0	-15.8	2.8	-2.7	-1.0	90.2	-11.2
37	CCOC(=O)c1cccc(NC(=O)C2(S(=O)(=O)c3ccc(Cl)cc3)CC2)c1	9.3	79.5	-9.6	21.6	10.8	-1.6	-16.7	-1.5	81.7	-58.2
38	O=C(CC1CCCCC1)NC1CCCC1	7.3	101.3	-3.9	4.7	0.4	0.4	3.5	-0.6	95.4	5.5
39	O=c1nc2s/c(=C\c3ccco3)c(=O)n2nc1Cc1ccc(F)cc1	32.7	96.4	2.0	6.0	13.4	-0.8	-5.8	-4.0	92.3	7.2
40	CCCCOc1ccccc1C(=O)NCCCC(=O)O	-4.5	98.0	-0.6	11.8	-6.4	7.0	9.9	-0.6	108.1	-40.4
41	O=C(CN1CCN(Cc2ccccc2)CC1)Nc1cccc(C(F)(F)F)c1	0.2	95.9	/	1.7	-43.1	7.4	-10.4	-0.7	97.5	-17.9
42	O=C(COC(=O)c1ccc(Cl)nc1)Nc1ccc(S(=O)(=O)N2CCCC2)cc1	2.4	85.0	-3.1	12.5	-7.7	-0.2	-1.9	0.1	90.7	-23.9
43	CCCCOc1ccc(C(=O)N/C(=C\c2cccc([N+](=O)[O-])c2)C(=O)OCCC)cc1	-6.3	90.6	-0.4	4.6	-19.5	-0.7	-11.5	-0.8	84.1	-27.7
44	N#Cc1ccc(-c2csc(NC(=O)/C=C/c3cccs3)n2)cc1	-5.0	81.5	-2.1	5.8	-19.1	1.6	8.4	2.1	83.5	-13.0
45	CCOC(=O)c1c(C)c(C(=O)NCc2ccc3c(c2)OCO3)c(C)n1CC	1.2	88.8	-0.8	12.4	-28.7	3.2	10.1	-3.1	91.1	-18.5
46	O=C(Nc1nccs1)C1(S(=O)(=O)c2ccc(Cl)cc2)CC1	2.4	100.3	-2.3	2.4	-9.2	-1.4	0.7	-2.8	100.2	-4.5
47	COc1ccc(C(=O)Nc2nc(-c3ccc(S(=O)(=O)N4CCOCC4)cc3)cs2)cc1	-5.7	13.8	-0.6	10.6	-25.6	0.8	7.3	-1.4	20.6	-53.2
48	O=S(=O)(c1ccc(Br)cc1)N1CCCN(Cc2ccccc2F)CC1	4.5	81.4	2.5	9.3	-5.9	5.4	-54.4	-1.6	77.5	-52.8
49	CCOC(=O)C(c1ccccc1)N1CCN(c2ccc(OC)cc2)CC1 (stereo not given)	-19.7	92.3	0.3	3.8	-17.2	2.3	-0.7	-0.5	90.4	-2.9
50	CCOC(=O)c1c(C)n(CC)c2ccc(OC(=O)c3ccc([N+](=O)[O-])cc3)cc12	-5.2	92.2	-5.3	10.1	/	2.0	-7.8	0.9	87.7	-31.6
51	CCN(CC)C(=O)CSc1nnc(-c2ccco2)o1	/	96.9	/	3.6	-16.7	1.7	-2.5	-0.4	95.6	-29.9
52	Cc1cc(NC(=O)c2ccccc2-c2ccccc2C(=O)O)no1	7.7	102.8	1.3	8.8	1.5	4.0	17.7	-0.8	100.8	-57.2
53	O=C(Cn1nc(-c2ccc(Cl)cc2)ccc1=O)NCc1ccc2c(c1)OCO2	-10.2	85.5	-0.1	15.7	-4.0	9.9	-10.4	-3.0	80.6	-17.4
54	COc1ccccc1CNC(=O)C(CC(C)C)NC(=O)C1CCC(C)CC1 (stereo not given)	-11.0	68.6	-0.6	4.4	-7.7	7.5	-16.1	-0.4	65.8	-36.4
55	COc1cc2c(cc1OC)CN(c1ccc(-c3ccccc3OC)nn1)CC2	-21.0	2.7*	-1.4	2.3	/	1.2	-0.8	-5.6	6.8	-63.5
56	Cc1cc(=O)[nH]c(SCC(=O)N2CCCCCC2)n1	-6.6	99.9	0.1	12.0	-26.9	-1.3	-3.0	0.1	112.1	31.3
57	CS(=O)(=O)c1ccc2c(c1)SC1=NC(=O)/C(=C/c3ccco3)C(=N)N12	-7.4	90.0	-0.4	7.8	20.6	-0.8	-10.6	-2.0	106.8	-21.7

# A different layout for two compounds above.
# Each structure is followed by: Yeast life ext | HCT116 bCat-KO | Phagocytosis inh | Measles CPE | E-sel TNF inh | NPY-Y2 antag | GALR2 antag | MRP-1 activ | PTEN del growth | Yeast growth inh
43) CCCCOc1ccc(C(=O)N/C(=C\c2cccc([N+](=O)[O-])c2)C(=O)OCCC)cc1
→ -6.3 | 90.6 | -0.4 | 4.6 | -19.5 | -0.7 | -11.5 | -0.8 | 84.1 | -27.7
44) N#Cc1ccc(-c2csc(NC(=O)/C=C/c3cccs3)n2)cc1
→ -5.0 | 81.5 | -2.1 | 5.8 | -19.1 | 1.6 | 8.4 | 2.1 | 83.5 | -13.0
